POLK inh: inhibitors of human DNA polymerase kappa. 400,000 tested, 0.53% active. purified Pol kappa, fluorescent DNA synthesis assay, 10 min. Potency, µM (top dose mostly 107 µM), for inactives: at the highest dose activity, negative = inhibition, usual class: inhibitors. Q9UBT6; further: on the % scale 0 is the no-effect control and ±100 the full control effect
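10 nM Pol kappa preincubated 15 min at room temperature with compounds, then reaction started with substrate at 50 nM final. Fluorescence read kinetically at 0 and 10 min; buffer-only wells served as negative control.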
Pol beta inh: inhibitors of human DNA polymerase beta | P06746 | Pol beta primer extension/strand displacement, fluorescence kinetic | Potency, µM (series often up to 114 µM), without a hit: at the highest dose activity change, negative = inhibition, most hits filed as inhibitors | 340,000 tested, 1.3% active | AID 485314; further: on the % scale 0 is the no-effect control and ±100 the full control effect
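Pol beta (10 nM) was preincubated with compound for 15 min at room temperature. The reaction was then started with 50 nM substrate and read immediately and after a further 10 min at room temperature.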
BLM helicase inh: blocks DNA unwinding by human BLM helicase; recombinant BLM DNA unwinding, fluorescence dequenching; Potency, µM (top dose mostly 56.1 µM), inactives show at the top dose activity change, negative = inhibition, usual class: inhibitors; 350,000 tested, 0.2% active; AID 2528;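 further: plate controls were vehicle for no effect and no enzyme for full effect; nearly all actives have a fitted effect of over 35% in size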
POLI inh: DNA polymerase iota (human) inhibition. Potency, µM (titrated, usually from 115 µM), inactives show top-dose activity, negative = inhibition, most hits filed as inhibitors. Q9UNA4. 390,000 tested, 1% active. AID 588590. Pol iota fluorescent replication assay, 10 min
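Fluorescent replication assay read twice, at 0 min and 10 min after adding 50 nM (final) substrate. Enzyme (10 nM) and compounds were first incubated 15 min at room temperature; enzyme-free buffer wells were negative controls.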
APE1 inh: inhibitors of human APE1 endonuclease; P27695; recombinant APE1, TAMRA/BHQ-2 abasic DNA cleavage fluorescence; Potency, µM (series often up to 65.8 µM), inactives show at the highest dose activity change, negative = inhibition, actives largely listed as inhibitors; 350,000 tested, 0.35% active;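 further: plate controls were vehicle for no effect and reference inhibitor for full effect; nearly all actives have a fitted effect of over 55% in size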
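Quantitative HTS: incision of a TAMRA/BHQ-2 double-stranded substrate bearing a tetrahydrofuran abasic site by 0.75 nM APE1 raises fluorescence. Substrate 50 nM final, added after 15 min compound preincubation at room temperature; progress as third-minus-first kinetic read difference.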
Apoferritin bind: binds horse apoferritin like a general anesthetic. apoferritin/1-aminoanthracene competitive binding, fluorescence. P02791. Potency, µM (doses to about 77.5 µM), for inactives: top-dose activity change, negative = displacement, most hits filed as inhibitors. 350,000 tested, 0.074% active; further: on the % scale 0 is the no-effect control and ±100 the full control effect; nearly all actives have a fitted effect of over 20% in size
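Steps: apoferritin (10 uM) was premixed with half-saturated 1-AMA in PBS, compounds were pin-transferred, plates stood 10 min at room temperature, fluorescence was read at 380/535 nm, and curves were fitted with a Hill equation.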
BAZ2B block: inhibitors of human BAZ2B bromodomain; Q9UIF8; AlphaScreen BAZ2B-H3K14Ac peptide displacement; 360,000 tested, 4.4% active; Potency, µM (doses to about 114 µM), for inactives: at the highest dose activity change, negative = inhibition, most hits filed as inhibitors; AID 504333; further: on the % scale 0 is the no-effect control and ±100 the full control effect; nearly all actives have a fitted effect of over 60% in size
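Protein-peptide AlphaScreen: BAZ2B 50 nM, b-H3K14Ac 50 nM, 1x PBS pH 7.4 + 0.01% Tween-20. Preincubation 30 min RT; cpd 30 min RT (top 110 uM); beads 20 min RT, light-protected.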
G9a block: inhibitors of human histone lysine methyltransferase G9a. Q96KQ7. G9a H3K9 monomethylation, AlphaScreen, 2 h. Potency, µM (highest dose often 102 µM), without a hit: at the highest dose activity, negative = inhibition, actives largely listed as inhibitors. 350,000 tested, 8.8% active. AID 504332; further: on the % scale 0 is the no-effect control and ±100 the full control effect; nearly all actives have a fitted effect of over 75% in size
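AlphaScreen detection with an anti-monomethyl H3K9 antibody quantified product after a 2 h room-temperature reaction containing 500 nM biotinylated H3K9 peptide, 20 µM SAM and 20 nM enzyme, which had been preincubated 15 min with compound.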
Pol eta inh: blocks human DNA polymerase eta activity; AID 588591; Potency, µM (highest dose often 114 µM), for inactives: at the highest dose activity change, negative = inhibition, most hits filed as inhibitors; recombinant Pol eta, fluorescent DNA replication assay; Q9Y253; 390,000 tested, 1.2% active; further: on the % scale 0 is the no-effect control and ±100 the full control effect
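Pol eta at 10 nM preincubated with compounds 15 min at room temperature; reaction started with fluorescent substrate (50 nM final) and read kinetically at 0 and 10 min.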
Starred values were filed as active, the others as inactive; u = inconclusive; x = no result given; & = joins results of further samples; [ ] = remark or other dose. The call rests on the fitted dose curve; in most records, active means well fitted curve in the direction sought with a large enough effect; inconclusive means small, poorly fitted or top-dose-only effect, or another doubt; inactive means no such curve, though single readings can be large; an effect the other way counts as inactive or inconclusive. Potency means the concentration at half of the fitted maximal effect. Only part of the results is shown; the hit share may differ from the screen's.

SMILES	POLK inh	Pol beta inh	BLM helicase inh	POLI inh	APE1 inh	Apoferritin bind	BAZ2B block	G9a block	Pol eta inh
CC(C)c1ccccc1NC(=O)C1CCCN(C(=O)c2ccc(Cl)cc2)C1 (stereo not drawn)	-7%	x	x	3%	2%	x	2%	0%	-11%
C/C=C(\C)C(=O)NCCN1C2=NC[C@@H](Cc3ccccc3)N2C[C@H]1Cc1ccc(O)cc1	-24%	-25%	-1%	71µM*	0%	-10%	-23%	x	-14%
O=C(c1cc2ccccc2o1)N1CC=C(c2ccccc2)CC1	-5%	1%	-6%	u	-4%	-3%	22%	156%[activator]	-17%
COc1ccc(-c2cc3n(n2)CCc2nc4ccccc4n2-3)cc1	-4%	11%	-3%	-2%	-3%	-8%	0%	1%[59 µM]	-11%
COc1ccc(CCNc2ncnc3c2c(-c2ccccc2)cn3-c2cccc(Cl)c2)cc1OC	-3%[60.1 µM]	2%	-5%	-6%	x	78%[activator]	-38%	-28%[59 µM]	-15%
CC(=O)N(Cc1ccc(F)cc1)C1=C(NCc2ccccc2)C(=O)c2ccccc2C1=O	0%	2%	-10%	-23%	-1%	54%[activator]	45µM*	13µM*	4%
S=C(NCCc1ccc(Cl)cc1)NCc1ccco1	-6%	8%	-4%	88%[activator]	-7%	-22%	-35%	50µM*	-18%
CCOCCCNC(C(=O)Nc1ccc(OC)c(Cl)c1)c1ccccc1 (stereo not drawn)	-3%	31%	-4%	4%	-5%	-12%	-7%	-17%	-4%
CN(/N=C/c1cc(Cl)ccc1O)C1=NS(=O)(=O)c2ccccc21	-10%	8%	-6%	-9%	-3%	-5%	7%	51%[activator]	7%
CCOC(=O)C(CC)(CC)/C(C)=N/NC(=O)CC#N	-1%	29%	-5%	6%	5%	-11%	8%	31%	-11%
CCOC(=O)c1[nH]c(C)c(CCC(=O)Nc2c(C)cc(C)cc2C)c1C	-10%[60.1 µM]	13%	-5%	-9%	x	69%[activator]	2%	8%[59 µM]	-2%
CC(Oc1ccc2c3c(c(=O)oc2c1)CCCC3)C(=O)NCCCn1ccnc1 (stereo not drawn)	5%	8%	-1%	15%	47%[activator]	-10%	u	1%	-13%
CCOc1ccc(-n2nc(C(=O)NCCOC)c3ccccc3c2=O)cc1	-10%	11%	-2%	0%	0%	-1%	-2%	13%[59 µM]	-9%
CCN(CC)CCNC(=O)c1c(O)c2cc(OC)c(OC)cc2[nH]c1=O	-18%	17%	-2%	37%[activator]	-5%	3%	9%	u	6%
Cc1cc(OC(=O)c2ccc(Cl)cc2Cl)nc(C)n1	-6%	36%	-3%	29%	12%	-10%	9%	-2%[0.0925 µM]	-13%
COc1cccc(CC(=O)Nc2cccc3ccccc23)c1	-1%	u	1%	34%[activator]	2%[12.4 µM]	-10%	-1%	-1%[59 µM]	-19%
CC(C)C(=O)Nc1csc(C(F)(F)F)c1-c1ccccc1	9%	-2%	-2%	27%	-4%	4%	15%	x	-12%
O=C(Nc1ccccc1Cl)NC1(C(=O)NCC2CCCO2)CCCCC1 (stereo not drawn)	-6%	-1%	1%	22%	39%	-5%	0%	7%	-15%
C[C@@H]1C[C@@H]2OC(=O)[C@]3(C)[C@H]2[C@@H](OC3(C)O)[C@]2(C)C(=O)C=C[C@H]12 (stereo partly drawn)	-6%	u	6%	u	3%	-6%	12%	7%[59 µM]	-7%
COc1cccc(-n2cc(CNCc3c(C(=O)N(C)C)nc4ccc(Cl)cn34)cn2)c1	-8%	1%	2%	28%	9%	-6%	u	30%[59 µM]	1%
CCOc1ccc(NC(=S)NNc2ccnc3cc(Cl)ccc23)cc1	-3%	4%	-5%	99%[activator]	-2%	u	u	7.1µM*	-23%
Cc1ccc(NC(=O)C/C(N)=N/OC(=O)Nc2ccc(C)c(Cl)c2)cc1	4%	x	x	53%[activator]	5%	x	9%	-3%[12.7 µM]	-18%
COc1ccccc1-c1nn(-c2ccccc2)cc1C(=O)N1CCN(C(=O)c2ccco2)CC1	-16%	x	x	-1%	7%	x	5%	-7%[2.33 µM]	-11%
O=S1(=O)C2CC3C=CC2(CN1Cc1ccccc1)O3 (stereo not drawn)	21%	x	-4%	18%	u	-9%	x	x	x
O=C(Cn1cnc2c(cnn2-c2ccccc2)c1=O)Nc1cc(S(=O)(=O)N2CCOCC2)ccc1Cl	-10%	-1%	-7%	4%	-3%	-6%	-4%	-13%[59 µM]	-25%
COc1cccc(CNC(=O)CCn2c(=O)c3cccn3c3cccnc32)c1	-15%&-1%	-12%&35%	2%&1%	39%&11%[activator]	12%	-7%&1%	-11%[57.1 µM]	4%	-9%&-14%
CCCCCCCCCCn1ccc(=N)cc1	-2%	6%	-8%	140%[activator]	2%	-20%	-2%	11%	-4%
COc1cc(C)c(CN2CCSCC2)cc1C	0%	-18%	-8%	26%	24%	-16%	u	-31%[0.501 µM]	-16%
O=C1c2ccccc2C(=O)N1Cc1cc(-c2ccccc2Cl)no1	-14%	33%	-7%	-18%	12%	u	22%	0%[59 µM]	-4%
O=C(CSc1ncnc2c1cnn2-c1ccccc1)Nc1ccc2c(c1)OCO2	4%	46%	-1%	13%	18%	-9%	0%	x	-22%

3 structures already listed, sorted by count of non-hydrogen atoms, rising:
SMILES	POLK inh	Pol beta inh	BLM helicase inh	POLI inh	APE1 inh	Apoferritin bind	BAZ2B block	G9a block	Pol eta inh
CCCCCCCCCCn1ccc(=N)cc1	-2%	6%	-8%	140%[activator]	2%	-20%	-2%	11%	-4%
O=C1c2ccccc2C(=O)N1Cc1cc(-c2ccccc2Cl)no1	-14%	33%	-7%	-18%	12%	u	22%	0%[59 µM]	-4%
CCOc1ccc(NC(=S)NNc2ccnc3cc(Cl)ccc23)cc1	-3%	4%	-5%	99%[activator]	-2%	u	u	7.1µM*	-23%

New compounds follow.
SMILES	POLK inh	Pol beta inh	BLM helicase inh	POLI inh	APE1 inh	Apoferritin bind	BAZ2B block	G9a block	Pol eta inh
Cc1ccc(NC2=NC(c3ccc(F)cc3)n3c(nc(C)cc3=O)N2)cc1 (stereo not drawn)	-13%	24%	-2%	123%[activator]	0%	-1%	-2%	-5%	-14%
C/C(CC(=O)Nc1cccc2c1CCCC2)=N\NC(=O)c1cccc2ccccc12	-9%	2%	-2%	2%	-2%	-8%	10%	44%[59 µM]	-7%
Cc1ccc(C)c(N2CCN(C(=O)c3csc4ccccc34)CC2)c1	-8%	18%	-3%	-18%	12%	-13%	9%	u	-6%
Cc1ccc(S(=O)(=O)CCC(=O)Nc2cccc([N+](=O)[O-])c2)cc1	-15%	32%[activator]	-4%	-27%	6%	-8%	-6%	-1%	-20%
O=C(N1CCCCC1)N1CCN(S(=O)(=O)c2ccc(Cl)cc2)CC1	-4%	41%[activator]	-5%	25%	8%	-15%	5%	x	-8%
COc1ccc(NC(=O)c2csc3c2CCCC3)cc1	-9%	-21%	-3%	23%	0%	-20%	-3%	-19%[12.7 µM]	-13%
CCN(CC)S(=O)(=O)c1c(OC)cc(C)c(Cl)c1C	-8%	20%	-3%	u	25%	-8%	-31%	x	-10%
Cc1cc(Br)ccc1NC(=O)Cn1cnc2sc(C)c(S(=O)(=O)N3CCN(C)CC3)c2c1=O	-4%	21%	-6%	4%	x	-3%	-6%	-2%[59 µM]	3%
Cc1ccc(-c2onc(C)c2C)cc1S(=O)(=O)N1CCCCC1	-9%	-1%	-5%	23%	x	-6%	11%	2%[59 µM]	-11%
O=S(=O)(/C=C/c1ccccc1)NC1CCCCCC1	-2%	-10%	-5%	5%	-1%	u	22%	42%[activator][12.7 µM]	-13%
CC(C)c1ccc(NC(=O)C[n+]2ccn(C3=C([O-])c4ccccc4C3=O)c2)cc1	-44%	u	-20%	u	-1%	-4%	-27%	-31%	79µM*
NNC(=O)c1snnc1-c1ccccc1	-2%	22%	-1%	-5%	-1%	3%	-26%	-34%	5%
CCn1c(CNC(=O)c2ccccc2F)nnc1SCC(=O)NC1CCCCC1	3%	0%	-6%	-18%	-4%	-5%	-3%	0%	7%
COC(=O)c1sc(NC(=O)C2c3ccccc3Oc3ccccc32)c(C(=O)OC)c1C	-6%	2%	-2%	1%	6%	-12%	0%	19%[59 µM]	-10%
Cc1[nH]c2ccccc2c1C(=O)C(=O)N1CC=C(c2ccccc2)CC1	-4%	-6%	-18%	-2%	1%	-8%	-31%	-49%	-24%
Cc1ccc(SCCNC(=O)/C=C/c2ccc(Cl)cc2)cc1	-5%	0%	1%	-8%	9%	-1%	30%[activator]	-9%[59 µM]	-7%
O=C1C(=O)N(CCCn2ccnc2)C(c2ccc(Br)cc2)/C1=C(\O)c1ccc2c(c1)OCCO2 (stereo not drawn)	-7%	0%	-8%	-16%	10%	-5%	-12%	x	-2%
CC(C)c1nc(SCC(=O)Nc2nccs2)c2ccccc2n1	-24%	25µM*	-10%	u	-1%	-5%	-35%	-12%	32µM*
COc1ccc(N2CC(O)=C(c3nc(-c4ccc(F)cc4)cs3)C2=N)cc1Cl	-3%	6%	-4%	132%[activator]	0%	-1%	-3%	23%	-22%
O=S(O)CO	2%[60.1 µM]	x	-2%	x	0%	-8%	x	x	x
COc1cc(-c2nc3ccc4ccccc4c3c3c2CCC3)cc(OC)c1O	-16%	-20%	-9%	1%	-7%	-17%	u	79µM*	-9%
CCn1ccnc1CNC(=O)C1CCC(=O)N(Cc2ccccc2F)C1 (stereo not drawn)	-12%	51%	-2%	21%	3%	-7%	-5%	x	-4%
COc1ccc(-c2cc3nc(C)c(CCC(=O)NC(C)c4ccccc4)c(C)n3n2)c(OC)c1 (stereo not drawn)	-20%	-20%	-4%	24%	x	-8%	u	-2%[59 µM]	-21%
COc1ccc(CNC(=O)N2CCN(c3cccc(Cl)c3)CC2)cc1OC	2%	41%	0%	163%[activator]	-11%	-2%	-14%	18%	-6%
O=C(CC1S/C(=N/N=C/c2cccs2)NC1=O)Nc1ccc(Cl)c(Cl)c1 (stereo not drawn)	-19%	10%	2%	8%	4%	-4%	-9%	47%[activator][59 µM]	-1%

Assay outcomes (PubChem BioAssay)
